Menin MLL FP TR: inhibitors of human menin-MLL interaction, mutant MLL peptide; O00255; Menin + Texas Red MLL mutant peptide, fluorescence polarization; Potency, µM (titrated, usually from 61.6 µM), for the others: at the top dose FP activity change, negative = inhibition, hits mostly inhibitors; actives 0.23% (n = 270,000); AID 1768; active means well fitted inhibition curve with a large enough effect in the polarisation, with a control signal flat, not every such curve was filed as active; inconclusive means small, poorly fitted or top-dose-only effect, or effect the other way, or a change in a side signal; inactive means no such curve, though single readings can be large or run the other way; the % refers to the polarisation; further: potency means the concentration at half of the fitted maximal effect; % of control where 0% means no effect; many of its hits are not listed in these tables
Giardia killer: Giardia lamblia killing; Giardia lamblia trophozoite viability; activity change, % at 7.66 µM, hits read low; actives 0.15% (n = 340,000); AID 540267; in the data active means activity change below about -80%; inconclusive means between about -30% and that limit;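 further: parasites exposed to compound for two days anaerobically before the ATP read; on the % scale 0 is the no-effect control and ±100 the full control effect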
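Media and compound were dispensed first, then trophozoites at 100 cells/well; plates sat 48 hrs at 37 deg C without oxygen before ATP luminescence reagent was added and read after 15-30 min at room temperature.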
B2AR arrestin: recruits beta-arrestin to the human beta2-adrenergic receptor; P07550; beta-arrestin recruitment to beta2AR, cell-based reporter; Potency, µM (titrated, usually from 46.1 µM), for inactives: top-dose activation, most hits filed as activators; actives 0.02% (n = 330,000); AID 492947;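 further: potency means the concentration at half of the fitted maximal effect; 0% = DMSO controls and full agonism = EC100 isoproterenol or metaproterenol; nearly all actives have a fitted effect of over 65% in size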
Tb PFK block: inhibitors of T. brucei phosphofructokinase; O15648; T. brucei PFK, ADP-Glo luminescence; Potency, µM (doses to about 57.5 µM), for the others: at the top dose activity, negative = inhibition, actives largely listed as inhibitors; actives 0.17% (n = 330,000);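 further: potency means the concentration at half of the fitted maximal effect; 0% = uninhibited 1x PFK enzyme wells and -100% = no-enzyme wells; nearly all actives have a fitted effect of over 60% in size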
Target sequence (O15648 whole entry, looked up): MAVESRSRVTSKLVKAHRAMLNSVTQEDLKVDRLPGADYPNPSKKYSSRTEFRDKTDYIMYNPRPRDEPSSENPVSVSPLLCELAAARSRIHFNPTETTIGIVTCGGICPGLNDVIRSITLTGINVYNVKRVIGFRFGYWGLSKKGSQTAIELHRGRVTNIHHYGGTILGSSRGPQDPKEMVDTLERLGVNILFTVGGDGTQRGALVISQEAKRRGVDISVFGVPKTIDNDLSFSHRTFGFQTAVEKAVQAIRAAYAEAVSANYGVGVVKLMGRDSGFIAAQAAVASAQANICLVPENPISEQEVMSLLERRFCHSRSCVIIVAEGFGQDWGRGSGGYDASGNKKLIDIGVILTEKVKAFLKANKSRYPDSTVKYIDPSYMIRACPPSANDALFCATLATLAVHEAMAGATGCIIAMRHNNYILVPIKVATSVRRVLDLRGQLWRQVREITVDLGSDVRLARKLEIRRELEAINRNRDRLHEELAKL
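Activity is normalized to no-enzyme wells (full inhibition) and 1.25 nM enzyme wells (no inhibition). Reaction: 0.5 mM F6P, 0.1 mM ATP, 45 min RT, ADP-Glo luminescence; concentration-response curves fitted and classed by quality.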
ASM inhibitor: inhibitors of human secretory acid sphingomyelinase; Potency, µM (highest dose often 57.5 µM), for inactives: at the top dose activity change, negative = inhibition, usual class: inhibitors; AID 504937; placental ASM, HMU-PC fluorogenic substrate, 60 min; actives 0.006% (n = 340,000); further: potency means the concentration at half of the fitted maximal effect
Target sequence (P17405 47-631 limits assumed): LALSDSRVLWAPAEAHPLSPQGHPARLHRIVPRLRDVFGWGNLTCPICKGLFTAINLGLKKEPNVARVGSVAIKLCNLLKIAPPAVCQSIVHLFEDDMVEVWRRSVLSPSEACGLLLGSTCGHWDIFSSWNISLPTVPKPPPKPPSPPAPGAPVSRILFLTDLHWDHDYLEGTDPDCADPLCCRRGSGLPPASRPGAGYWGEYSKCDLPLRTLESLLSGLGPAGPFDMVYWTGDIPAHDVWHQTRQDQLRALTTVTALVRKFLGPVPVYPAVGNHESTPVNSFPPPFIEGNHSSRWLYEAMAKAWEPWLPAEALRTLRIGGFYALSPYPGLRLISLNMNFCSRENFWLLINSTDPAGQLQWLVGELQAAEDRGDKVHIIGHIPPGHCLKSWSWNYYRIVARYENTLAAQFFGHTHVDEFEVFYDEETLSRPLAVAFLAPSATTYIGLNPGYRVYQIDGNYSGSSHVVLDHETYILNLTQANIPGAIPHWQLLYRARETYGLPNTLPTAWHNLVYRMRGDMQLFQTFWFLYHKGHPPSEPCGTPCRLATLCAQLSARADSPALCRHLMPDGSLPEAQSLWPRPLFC
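Steps: dispense placental human ASM, pin compound, wait 10 min at room temperature, add HMU-PC0 substrate at 9 uM final, incubate 60 min at 37 °C, add stop solution raising pH to 10, read fluorescence.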
Chronic BCR inh: chronic active BCR signaling inhibition. ABC-DLBCL IkBa-CBG/CBR reporter, luminescence ratio, 4 h. Potency, µM (titrated, usually from 46.1 µM), without a hit: at the highest dose ratio change, negative = lower green/red ratio, actives largely listed as inhibitors. actives 0.05% (n = 340,000). AID 493014; active means well fitted inhibition curve with a large enough effect in the signal ratio, with a control signal flat, not every such curve was filed as active; inconclusive means small, poorly fitted or top-dose-only effect, or effect the other way, or a change in a side signal; the % refers to the signal ratio;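 further: potency means the concentration at half of the fitted maximal effect; plate controls were basal doxycycline-induced cells for no effect and cells given 10 µM MG132 for full effect; MG132 reads +100%, hits lower the ratio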
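Concentration-response series (up to 46 uM) were applied to TMD8 dual-reporter cells for 4 h at 37C with doxycycline. Green/red ratio, after filter-overlap correction, defined %Activity; red signal alone was normalised to basal cells and zero luminescence.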
TSG101-PTAP inh: blocks PTAP/TSG101 interaction to inhibit HIV-1 budding; Fluorescence polarization, FITC-PTAP peptide / Tsg101 binding; AID 493005; 340,000 tested, under 10 active; Q99816; Potency, µM (highest dose often 115 µM), without a hit: top-dose activity change, negative = inhibition, actives largely listed as inhibitors; active means well fitted inhibition curve with a large enough effect in the main read-out, with a control signal flat, not every such curve was filed as active; inconclusive means small, poorly fitted or top-dose-only effect, or effect the other way, or a change in a side signal; inactive means no such curve, though single readings can be large or run the other way; further: potency means the concentration at half of the fitted maximal effect; % of control where 0% means no effect
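Tsg101 binding domain (10 uM final) was mixed with compound and a FITC-labeled PTAP peptide (50 nM final) in HEPES pH 7.5 buffer with NaCl, Tween 20, EDTA and TCEP; fluorescence polarization was read after 20 min at r.t.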
GALK inh: blocks human galactokinase activity; Purified GALK, Kinase-Glo residual ATP luminescence; Potency, µM (top dose mostly 57.5 µM), inactives show at the highest dose activity change, negative = inhibition, hits mostly inhibitors; actives 0.007% (n = 270,000); AID 1868; further: potency means the concentration at half of the fitted maximal effect; on the % scale 0 is the no-effect control and ±100 the full control effect
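Quantitative HTS: GALK 5 nM, ATP 35 uM, galactose 100 uM, 1 h room temperature, then luciferase-based ATP detection.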
Coupling enz: inhibits coupling enzyme system, counter-screen for aldolase hits. coupling enzyme system counterscreen, AmpLite Red fluorescence. actives 0.67% (n = 290,000). activity change, negative = inhibition, % at 58.2 µM, hits read low; in the data active means activity change below about -30%; further: on the % scale 0 is the no-effect control and ±100 the full control effect
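Counterscreen of the coupled detection system alone, without aldolase: glyceraldehyde-3-phosphate coupling enzymes plus AmpLite Red readout. Compounds at 57.5 uM final, 10 min RT preincubation, 20 min RT reaction, fluorescence 525/598 nm.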
PKM2 act: activators of human pyruvate kinase M2 | P14618 | purified PKM2, Kinase-Glo ATP luminescence, activation; response scale: 0% is enzyme alone, no compound | Potency, µM (top dose mostly 57.5 µM), inactives show top-dose activation, actives largely listed as activators | actives 0.34% (n = 260,000) | AID 1631; further: potency means the concentration at half of the fitted maximal effect; on the % scale 0 is the no-effect control and ±100 the full control effect; nearly all actives have a fitted effect of over 55% in size
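Purified hPK-M2 (>95%) run at intermediate activity with 0.1 mM ADP and 0.5 mM PEP in 50 mM imidazole pH 7.2, KCl, MgCl2; 1 h room temperature. ATP formed read by Kinase-Glo luminescence; normalized to uninhibited and no-enzyme controls.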
a7 integrin act: integrin-mediated muscular dystrophy alleviation activation; alpha7betagal myoblasts, beta-gal FDG fluorescence, 48 h; actives 0.064% (n = 350,000); AID 624291; Potency, µM (highest dose often 38.3 µM), for inactives: top-dose activation, most hits filed as activators;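 further: potency means the concentration at half of the fitted maximal effect; 100% = response of the positive control SU9516; nearly all actives have a fitted effect of over 60% in size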
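alpha7betagal+/- myoblasts (passage 13, 250/well) treated 48 h at 37C with compounds at 1:260 dilution of DMSO stock. Lysed, then beta-galactosidase activity read as FDG fluorescence (ex 480/em 540) after 30 min, with pre-read for autofluorescence.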
Active calls of the source: *; ? = inconclusive; / = no result given; [ ] = dose if it differs, or a comment. Unless noted, the call rests on the fitted dose curve; in most records, active means well fitted curve in the direction sought with a large enough effect; inconclusive means small, poorly fitted or top-dose-only effect, or another doubt; inactive means no such curve, though single readings can be large; an effect the other way counts as inactive or inconclusive. Only part of the results is shown; rates above refer to the full screens.

SMILES	Menin MLL FP TR	Giardia killer	B2AR arrestin	Tb PFK block	ASM inhibitor	Chronic BCR inh	TSG101-PTAP inh	GALK inh	Coupling enz	PKM2 act	a7 integrin act
O=C(CSCc1ccc(Cl)cc1)Nc1ccc(S(=O)(=O)N2CCCCCC2)cc1	26%	0	-0.1%	-4%	-5%	14%	0%	4%	-4	-6%	-5%
Cc1cccc(C)c1NC(=O)CN1C(=O)S/C(=C\c2cccn2-c2cccc(C(=O)O)c2)C1=O	28%	-15	-0.8%	-1%	-9%	0%	-5%	0%	7	1%	2%
COC(=O)CCc1c(C)nc(N)[nH]c1=O	1%	-9	-0.1%	2%	3%	?	-3%	-3%	-2	0%	7%
Cc1cc(NC(=O)COC(=O)[C@H](C)NC(=O)c2ccccc2)no1	13%	15	0.4%	4%	2%	-1%	-3%	0%	0	-7%	11%
CC[n+]1c(C)n(-c2ccccc2)c2ccc(C(=O)OC)cc21	-17%	6	-0.2%	-3%	2%	0%	-3%	1%	1	4%	3%
CC(=O)Nc1ccc(S(=O)(=O)N2CCN(C(=O)N3CCCCCC3)CC2)cc1	-11%	-12	-0.2%	-10%	3%	0%	-7%	0%	2	3%	-32%
COc1cc(/C=C/CN2CCC(CO)(CC3CCCCO3)CC2)ccc1O (stereo unspecified)	0%	12	-0.6%	7%	0%	?	0%	-3%	0	0%	0%
Cc1cccc(N(Cc2ccccc2)C(=O)c2ccc(C)c(S(=O)(=O)N3CCOCC3)c2)c1	/	4	-0.1%	3%	-2%	?	1%	/	/	/	11%
O=C(COC(=O)/C=C/c1ccc(F)cc1)NCc1ccc2c(c1)OCO2	/	4	-0.4%	0%	-1%	-1%	-6%	/	/	/	-24%
O=S(=O)(NCC(Nc1ccc(Cl)cc1)c1ccccc1)c1ccc(Cl)cc1 (stereo unspecified)	?	26	-0.9%	0%	-15%	-3%	-2%	0%	-1	-3%	-18%
O=C(O)CNC(=O)c1ccc(NS(=O)(=O)c2ccc3ccccc3c2)cc1	12%	0	-0.4%	5%	3%	-14%	-6%	-2%	5	/	?
CNc1nc(C)c(C(C)=O)cc1C#N	-2%	4	-0.4%	1%	0%	5%	-2%	0%	0	-3%	16%
O=C(c1cccc(C(F)(F)F)c1)N1CCC(O)(CS(=O)(=O)Cc2ccc(Cl)cc2)CC1	9%	-1	-0.3%	-5%	-1%	0%	-1%	-3%	2	3%	6%
Cc1cc(C)n(C(=O)c2ccc([N+](=O)[O-])cc2Cl)n1	-4%	-7	0.2%	1%	-2%	4%	-2%	-7%	-1	-1%	-19%
CCc1oc(C(=O)O)cc1COC	2%	-4	0.1%	-15%	2%	2%	-1%	5%	0	6%	6%
Cc1cccc(NS(=O)(=O)c2cccc(C(=O)N3CCN(S(=O)(=O)c4ccccc4)CC3)c2)c1	/	4	0.2%	-2%	-1%	16%	-1%	/	/	/	-11%
O=C(Nc1ccc(Cl)c(Cl)c1)c1csc(-c2ccccc2)n1	10%	-18	-0.2%	-11%	-3%	?	0%	1%	1	0%	12%
CCCCOc1ccc(/C=N/NC(=S)Nc2cccc(C)c2C)cc1	/	-5	5.5%	1%	-11%	-36%	-6%	-2%	0	-4%	11%
Cc1cc(=O)[nH]c(SCC(=O)OCc2ccccc2)c1C#N	7%	7	-1.0%	-3%	3%	?	-2%	1%	11	0%	-13%
COc1ccccc1-c1cc(C(F)(F)F)nc(NCc2cccs2)n1	4%	14	-0.4%	0%	-5%	0%	-2%	/	-1	-2%	-7%
Cc1ccc(N/N=C/c2cccnc2)cc1	0%	29	-0.1%	2%	-4%	?	0%	-1%	3	0%	-2%
OCc1ccccc1OCCCN1CCC(Cc2ccccc2)CC1	?	2	0.0%	-4%	-1%	-3%	-2%	0%	1	0%	-44%
COC(=O)c1c(C)c[nH]c1C	-2%	-2	-0.9%	2%	2%	0%	-6%	-4%	2	0%	-6%
S=c1[nH]nc(-c2ccco2)n1/N=C/c1ccccc1	/	5	-0.3%	6%	-2%	2%	-6%	-5%	1	-2%	4%
COc1ccc(CCNC(=O)CSc2nnc(C(C)N(C)C)n2Cc2ccccc2)cc1OC (stereo unspecified)	-5%	-13	0.0%	-1%	7%	-5%	0%	-1%	1	6%	20%
COc1ccc(C(N)=S)cc1	-26%	-4	0.1%	5%	2%	-15%	-2%	0%	1	1%	-5%
COc1cccc(NC(=O)Cn2c(=O)n(CC3CCCO3)c(=O)c3ccccc32)c1 (stereo unspecified)	/	11	0.0%	-2%	-2%	0%	-5%	0%	4	0%	-13%
CCOc1cc(-c2nnc(NC(=O)c3ccco3)o2)cc(OCC)c1OCC	/	-19	0.4%	2%	3%	-2%	-3%	/	/	/	20%
CN(CC(=O)Nc1cccc(F)c1)CC(=O)Nc1cccc(S(=O)(=O)N2CCCCC2)c1	/	-12	4.9%	-2%	-9%	5%	-5%	/	/	/	0%
CC(=O)NS(=O)(=O)c1ccc(NC(=S)NC(=O)C2CCC2)cc1	-8%	37[activator]	-0.3%	1%	-4%	1%	-5%	-3%	9	-2%	0%

Whole records from above. Screens in order: Menin MLL FP TR	Giardia killer	B2AR arrestin	Tb PFK block	ASM inhibitor	Chronic BCR inh	TSG101-PTAP inh	GALK inh	Coupling enz	PKM2 act	a7 integrin act
COc1cccc(NC(=O)Cn2c(=O)n(CC3CCCO3)c(=O)c3ccccc32)c1 (stereo unspecified) across the screens: /	11	0.0%	-2%	-2%	0%	-5%	0%	4	0%	-13%
COC(=O)CCc1c(C)nc(N)[nH]c1=O across the screens: 1%	-9	-0.1%	2%	3%	?	-3%	-3%	-2	0%	7%
O=C(Nc1ccc(Cl)c(Cl)c1)c1csc(-c2ccccc2)n1 across the screens: 10%	-18	-0.2%	-11%	-3%	?	0%	1%	1	0%	12%
O=C(O)CNC(=O)c1ccc(NS(=O)(=O)c2ccc3ccccc3c2)cc1 across the screens: 12%	0	-0.4%	5%	3%	-14%	-6%	-2%	5	/	?
OCc1ccccc1OCCCN1CCC(Cc2ccccc2)CC1 across the screens: ?	2	0.0%	-4%	-1%	-3%	-2%	0%	1	0%	-44%

New compounds follow:
SMILES	Menin MLL FP TR	Giardia killer	B2AR arrestin	Tb PFK block	ASM inhibitor	Chronic BCR inh	TSG101-PTAP inh	GALK inh	Coupling enz	PKM2 act	a7 integrin act
CCN(CC)S(=O)(=O)c1cc(NC(=O)C(=O)c2c(-c3ccccc3)cc3ccccn23)ccc1C	-13%	-3	0.1%	-5%	-15%	?	-11%	0%	-5	-12%	-9%
CC(C)(C)c1ccc(/C=N/NC(=O)Cc2c[nH]c3ccccc23)cc1	35%[activator]	-1	0.3%	?	-19%	-1%	-3%	-6%	1	-1%	-62%[inhibitor]
CCc1ccc(NC(=S)Nc2cc(OC)c(NC(=O)C(C)C)cc2OC)cc1	-10%	-16	-0.8%	1%	-2%	0%	-3%	4%	-12	0%	-8%
CC(C)CN(C(=O)C1CCCC1)C1CCS(=O)(=O)C1 (stereo unspecified)	/	5	-0.2%	1%	2%	28%	-1%	/	/	/	12%
CCOC(=O)C1(Cc2ccccc2C)CCCN(C(=O)CCn2nccc2C)C1 (stereo unspecified)	5%	5	-0.2%	-2%	4%	8%	1%	-2%	1	-3%	14%
COC(=O)C(Cc1c[nH]c2ccccc12)N1CCS(=O)(=O)CC1 (stereo unspecified)	4%	24	0.4%	-3%	2%	5%	-3%	-2%	-2	-6%	?
CC(=O)Nc1ccc(S(=O)(=O)Oc2ccc(/C=N/N=C3/NC(=O)C(CC(=O)O)S3)cc2)cc1 (stereo unspecified)	30%[activator]	20	-0.3%	-1%	4%	-1%	0%	-1%	11	-4%	5%
COc1ccc(Cc2nnc(SCC(=O)N3CCCC(C)C3)o2)cc1 (stereo unspecified)	-12%	-8	0.2%	1%	4%	-2%	-2%	2%	4	-1%	-52%[inhibitor]
Cc1ccc(/C=N/N2CCCCC2)o1	-12%	33[activator]	-0.9%	-16%	-3%	7%	-1%	-2%	0	14%	-4%

High-throughput results: PubChem, National Center for Advancing Translational Sciences (NCATS)
